From PubChem
PDI turbidity – inhibitors of human PDI, primary screen, biochemical, turbidity, single point, plate reader; 0.052% of 350,000 active; Protein disulfide-isomerase (Homo sapiens), P07237; inhibition, % at 10 µM; PDI insulin aggregation turbidity, A650, 90 min;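 active = mean inhibition across replicates of 30% or more, whatever share of single replicates reach that level; inconclusive = mean inhibition below 30% while every single replicate reaches 30%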;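 note: absorbance from insulin aggregation driven by PDI reduction with DTT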
Target sequence (P07237 whole entry, looked up): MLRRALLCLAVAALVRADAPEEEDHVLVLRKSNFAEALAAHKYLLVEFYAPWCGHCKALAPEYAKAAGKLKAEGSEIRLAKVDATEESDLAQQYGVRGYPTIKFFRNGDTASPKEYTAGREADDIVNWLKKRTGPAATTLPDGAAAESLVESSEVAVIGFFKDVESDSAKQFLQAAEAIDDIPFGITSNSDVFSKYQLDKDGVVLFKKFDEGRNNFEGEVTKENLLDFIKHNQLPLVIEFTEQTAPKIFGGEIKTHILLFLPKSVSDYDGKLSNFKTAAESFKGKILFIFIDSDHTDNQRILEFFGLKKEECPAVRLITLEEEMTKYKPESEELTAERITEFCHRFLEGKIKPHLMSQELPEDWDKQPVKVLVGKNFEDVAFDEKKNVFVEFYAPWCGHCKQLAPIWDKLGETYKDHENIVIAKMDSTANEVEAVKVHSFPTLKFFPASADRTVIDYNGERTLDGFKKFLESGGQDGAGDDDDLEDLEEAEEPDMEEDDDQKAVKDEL
Shn3 inh set2 – reduction of Shn3 3'UTR firefly luciferase signal, primary screen, Schnurri-3 inhibitor project, cell-based, Clone20 osteoblasts, set 2 | Clone20 osteoblast Shn3 3'UTR firefly luciferase, 24 h | inhibition, % at 12.5 µM | 0.52% of 360,000 active | AID 588674, 2011;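 active = mean inhibition of at least 75% with every replicate also reaching 75%; inconclusive = mean inhibition at least 75% but some replicate below; inactive = mean inhibition below 75%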;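 note: 0% = median of neutral control wells and 100% = pilot-screen positive control compound; some compounds past the cut are filed as inactive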
TRPM1 prom inh – inhibitors of MITF-dependent TRPM1 promoter reporter, primary screen, cell-based, SK-MEL-5, single point, luciferase | inhibition, % at 12.5 µM | SK-MEL-5 TRPM1 promoter luciferase, 24 h | 0.83% of 330,000 active | AID 488899, 2010;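 active = mean inhibition across replicates of 60% or more, whatever share of single replicates reaches that level; inconclusive = some that reach 60%, reason not given; inactive = mean inhibition across replicates below 60%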; note: values of inactives mirror those of a sister screen read the other way
Peg3 prom inh – Peg3 promoter-driven luciferase inhibitors, primary screen, cell-based, HeLa, luciferase luminescence | HeLa PEG-Prom luciferase reporter, overnight | inhibition, % at 20 µM | 1.7% of 360,000 active;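 active = inhibition of at least 50% at 20 µM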
NR2E3 ag-1 – NR2E3 agonists in two-hybrid cells, primary screen, cell-based, luminescence, CHO-S, Gal4-NCOR/VP16-NR2E3; AID 602229, 2012; luciferase; Photoreceptor-specific nuclear receptor (Homo sapiens), Q9Y5X4; 0.35% of 360,000 active; inhibition of corepressor binding, % at 3.98 µM;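 active = inhibition above the mean of all tested compounds plus 3 SD, cut at about 70% in these data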;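 note: 0% = DMSO with NR2E3 transfected cells and 100% = cells lacking NR2E3 construct; higher means lower luciferase signal from less NR2E3 corepressor binding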
Target sequence (Q9Y5X4 whole entry, looked up, the tested form may be a part): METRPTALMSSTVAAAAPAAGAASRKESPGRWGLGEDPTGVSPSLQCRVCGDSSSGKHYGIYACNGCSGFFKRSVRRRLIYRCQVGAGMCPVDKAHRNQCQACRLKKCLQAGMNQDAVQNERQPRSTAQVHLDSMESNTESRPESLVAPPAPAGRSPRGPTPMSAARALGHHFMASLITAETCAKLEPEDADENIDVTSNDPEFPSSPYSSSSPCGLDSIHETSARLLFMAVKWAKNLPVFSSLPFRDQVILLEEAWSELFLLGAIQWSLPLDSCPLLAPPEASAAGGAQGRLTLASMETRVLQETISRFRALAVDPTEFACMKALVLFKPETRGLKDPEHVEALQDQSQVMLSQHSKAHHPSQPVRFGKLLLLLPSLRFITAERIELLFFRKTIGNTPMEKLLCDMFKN
HIF-2a block – HIF-2a reporter inhibitors, primary screen, luminescence, 786-0 RCC cells; 786-0 RCC cells HIF-2a reporter, luciferase luminescence, overnight; inhibition, % at 18.8 µM; 0.72% of 360,000 active;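 active = inhibition of the luminescence signal of 40% or more relative to plate controls, in a single-dose primary screen at 18.75 µM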
NR2E3 ag-2 – inhibitors of NR2E3-RetCOR corepressor binding, primary screen, NR2E3 agonist project, biochemical, TR-FRET, GST-NR2E3, biotin-RetCOR; Photoreceptor-specific nuclear receptor (Homo sapiens), Q9Y5X4; 1536-well; inhibition of corepressor binding, % at 4.78 µM; 0.12% of 320,000 active; AID 2300, 2010;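 active = percent inhibition above the cutoff of mean plus 3 SD of all tested compounds, set per screening campaign, cut at about 20% in these data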;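 note: 0% = DMSO wells and 100% = biotin wells as full block of FRET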
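System: GST-NR2E3 and biotin-RetCOR proteins; probe or stimulus: 7 nM biotin-RetCOR; doses: compound at 4.8 µM, single dose; schedule: Compound–protein incubation for 5 h at 4 °C; detection: time-resolved FRET; read-out: percent inhibition; controls: biotin wells as high control, 0.6% DMSO wells as low control; format: 1536-well plates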
CaV13 FRET inh – Disruptors of the CACNA1D IQ motif to Ca2+-dependent inactivation inhibitor domain association, primary screening, Förster resonance energy transfer in intact living …. HEK cells, CFP/YFP FRET ICDI-IQ, plate reader, 10 min; percent FRET-ratio fall versus neutral wells. 0.098% of 340,000 active. inhibition, % at 12.3 µM. AID 743397;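 active = mean replicate inhibition of at least 30% and at least 1% of replicates passing that level; inconclusive = only one of the two criteria is met; inactive = neither criterion is met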;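 note: 0% = median of the neutral control wells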
Vif inh – HIV Vif self-association inhibitors, primary screen, imaging, HEK293T, single point; HEK293T cells, Vif self-association by quenched fluorescence, 24 h; inhibition, % at 7.49 µM; 0.35% of 340,000 active; in the data active = inhibition above about 50%, passing the limit was not always enough; inconclusive = no clear call, values can overlap the other calls; inactive = below about 31%; note: some results filed as inactive read as strong as hits
KKLEB cytotox – cytotoxicity in KKLEB CF airway cells, primary screen, cytotoxicity control for CF NF-kB inhibitor project, cell-based, uHTS, fluorescence assay plates; activity change (cytotoxicity), % at 5 µM; KKLEB CF airway cells viability, ATPlite luminescence, overnight; active compounds read low; cells stimulated with P. aeruginosa culture filtrate; 0.36% of 360,000 active;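 active = corrected activity change at or below -50% at 5 µM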
CF NFkB block – inhibitors of PAF-induced NF-kB signaling, primary screen, cell-based, GFP fluorescence, uHTS; KKLEB NF-kB-GFP reporter, GFP fluorescence overnight; inhibition, % at 5 µM; 0.86% of 360,000 active; AID 588850, 2011;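 active = at least 50% inhibition at 5 µM, scaled per plate between neutral and stimulator controls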;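 note: PAF is a Pseudomonas aeruginosa culture filtrate used as stimulus; plate controls were PAF-stimulated DMSO wells for no effect and unstimulated DMSO wells for full effect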
Active calls of the source: *; ? = inconclusive; . = not tested or not shown.

SMILES	PDI turbidity	Shn3 inh set2	TRPM1 prom inh	Peg3 prom inh	NR2E3 ag-1	HIF-2a block	NR2E3 ag-2	CaV13 FRET inh	Vif inh	KKLEB cytotox	CF NFkB block
C/C(=C\c1ccc(Br)cc1)C(=O)c1c(C)cc(C)[nH]c1=O	7	-20	2	5	-13	22	.	-2	6	8	6
Cc1ccn2c(NC(=O)c3cccs3)c(-c3ccccc3)nc2c1	-2	11	-6	-8	-11	-16	-1	-8	-3	-8	0
CC(=O)N1N=C(c2ccccc2)CC1c1ccc2c(c1)OCO2 (configuration not stated)	8	-5	-4	-47	-19	-47	0	-2	-4	17	-17
Cc1cc(C)cc(NC(=O)Cn2ncn3c(cc4ccccc43)c2=O)c1	1	0	9	23	11	14	-7	-9	6	-2	10
Cc1ccccc1OCC(=O)Nc1ccccc1-c1ccccc1	-1	19	-2	28	32	14	3	-3	-3	7	8
COc1ccc(Nc2cc(C)nc3ncnn23)c(OC)c1	.	-13	-2	0	-10	-7	1	-12	-2	6	-4
Nc1cc(=O)nc(SCC(=O)Nc2cccc3ccccc23)n1CCc1ccccc1	9	-10	2	13	-26	4	1	-4	6	-7	-5
O=C(COC(=O)COc1cccc(F)c1)NCC1CCCCC1	4	13	-7	8	-16	-5	.	-2	.	12	-22
CN1CC(=O)NC1=NC(=O)C12CC3CC(CC(C3)C1)C2	-3	0	10	6	3	17	2	-8	-50	-8	16
CCOC(=O)Cc1csc(NC(=O)NC2(C(F)(F)F)Oc3ccccc3O2)n1	7	10	2	15	-33	21	0	-4	6	-1	-14

Three compounds from above, sorted by the value under HIF-2a block, descending:
Structure	PDI turbidity	Shn3 inh set2	TRPM1 prom inh	Peg3 prom inh	NR2E3 ag-1	HIF-2a block	NR2E3 ag-2	CaV13 FRET inh	Vif inh	CF NFkB block
CCOC(=O)Cc1csc(NC(=O)NC2(C(F)(F)F)Oc3ccccc3O2)n1	7	10	2	15	-33	21	0	-4	6	-14
Cc1cc(C)cc(NC(=O)Cn2ncn3c(cc4ccccc43)c2=O)c1	1	0	9	23	11	14	-7	-9	6	10
O=C(COC(=O)COc1cccc(F)c1)NCC1CCCCC1	4	13	-7	8	-16	-5	.	-2	.	-22

Further entries follow:
SMILES	PDI turbidity	Shn3 inh set2	TRPM1 prom inh	Peg3 prom inh	NR2E3 ag-1	HIF-2a block	NR2E3 ag-2	CaV13 FRET inh	Vif inh	KKLEB cytotox	CF NFkB block
CC1(C)N([O-])C2=C(c3ccccc3C2=O)[N+](=O)C1(C)C	-4	13	7	16	13	29	-4	-6	3	2	-15
CN(Cc1cnccn1)C(=O)CC1C(=O)NCCN1CC(c1ccccc1)c1ccccc1 (configuration not stated)	-4	3	10	-5	1	9	-2	-4	-2	-2	-7
Cc1ccc(C(=O)OCCc2sc[n+](Cc3ccccc3)c2C)cc1	-19	-15	-11	6	17	18	3	-5	-5	2	-9
Cc1ccc(NC(=O)C/C(N)=N/OC(=O)Nc2cccc(Cl)c2)cc1	6	2	-17	-11	-22	-57	2	-2	-5	8	-2
C#CCNC(=O)C1=C[C@H](C2CCCCC2)C[C@H](OCCCCO)O1	1	-24	-19	-12	-17	-8	1	-13	-8	15	-2
Cc1onc(-c2ccccc2Cl)c1C(=O)OCC(=O)c1ccccc1	-2	29	-13	-4	-35	3	1	-7	-1	-9	6
O=C(NC1(C(F)(F)F)N=C2SCCN2C1=O)c1cccnc1 (configuration not stated)	1	11	10	9	-25	30	2	-3	-3	-26	-1
COC(=O)c1ccc(Cl)c(NC(=O)CN2CCOCC2)c1	4	-11	-7	-10	7	-18	1	.	.	9	-11
O=C(CSc1nnc(CNC(=O)c2cccs2)o1)c1ccc(Cl)cc1	2	6	11	9	-6	11	-2	-2	-6	15	-8
COC(=O)c1sc2nc(C)nc(SCC(=O)N3CCC(C(=O)O)CC3)c2c1C	2	6	7	1	-9	17	4	1	18	18	5
Cc1ccc(S(=O)(=O)N2CCC(C(=O)NCc3ccccc3Cl)CC2)cc1	-1	-4	4	22	9	-16	7	-7	-4	19	-18
COc1ccc(-c2nnc(C)c3nocc23)cc1	-6	14	9	0	-7	6	-2	-20	-14	10	-2
Cn1c(SCC(=O)NCc2ccc3c(c2)OCO3)nnc1-c1cccs1	-8	16	1	-15	-8	8	2	-4	3	8	2
O=C(N[C@H]1c2ccccc2C[C@H]1O)[C@H]1O[C@@H](n2ccc(=O)[nH]c2=O)[C@H](O)[C@@H]1O	.	8	.	-27	-8	3	.	-5	.	11	5
CC(C)(C)NC(=O)Cn1c(SCC(=O)NC2CCCC2)nc2ccccc21	2	-8	5	13	-2	9	6	-4	0	4	1
CCOC(=O)C1CCN(C(=O)COC(=O)c2oc3ccccc3c2C)CC1	11	4	-2	4	7	13	0	-6	9	4	16
CC1=C(C(=O)OCc2ccccc2)N2C(=O)[C@@H](NC(=O)COc3ccccc3)[C@H]2SC1	-1	-19	-11	-5	-27	18	1	-16	4	5	19
COc1cccc2cc(C(=O)NCc3ccc(F)cc3)c(=N)oc12	-2	-29	15	-24	-22	-4	-2	.	-4	-3	-23
O=C(COC(=O)CC1CC2CCC1C2)NCc1ccc(F)cc1 (configuration not stated)	-2	-15	-1	15	5	7	.	-6	?	-1	-9
CCOC(=O)N1CCC(N2CCN(Cc3ccc(C)o3)C(CCO)C2)CC1 (configuration not stated)	12	-16	-2	4	13	6	4	5	-25	-4	-13
Cc1ccnc(NC(=O)CCCOc2ccccc2)c1	-3	-6	-5	-31	-14	-12	1	-7	-5	-3	-5
COc1cc(C[C@H](C)[C@H](C)Cc2ccc3c(c2)OCO3)ccc1O	11	14	-2	-3	-15	12	-4	.	-2	10	4
CCOc1ccc(NC(=O)CSc2nc3cccnc3n2CCOC)cc1	9	2	-3	3	-18	-4	2	.	2	-1	4
CCCCCCN1C[C@@H](n2cc(COC(=O)c3ccccc3)nn2)[C@H](O)C[C@@H]1c1ccc(OC)cc1	5	1	.	18	-12	-4	.	-6	-3	16	-48
COC(=O)[C@H](CCSC)NC(=O)Nc1ccc(C(C)C)cc1	0	-1	-7	-52	-9	-28	3	-4	2	0	1
O=C(Nc1ccc(Cl)c(Cl)c1)c1ccc(Cn2c(=O)[nH]c3ccsc3c2=O)cc1	.	12	.	9	-7	-2	2	-5	.	3	-16
Nc1ccccc1SC1CC(=O)N(c2ccccc2Cl)C1=O (configuration not stated)	7	-16	-11	-8	-24	2	4	-4	-5	-8	8
CNC(=O)c1cc(S(=O)(=O)NCc2ccncc2)ccc1OC	0	28	-5	22	-14	5	0	-6	-5	14	-19
CC(=O)Nc1ccc(NC(=O)CSc2nnc(NC(=O)C3CC3)s2)cc1	-31	-13	1	-5	1	3	0	-7	-3	6	-2
CC(C)CCNC(=O)c1nnc(Cc2ccc(Cl)cc2)o1	-6	6	.	-1	-11	1	3	-6	.	-3	3
COc1ccc2c(=O)c3c(=O)n(CCc4ccccc4)c(C)nc3oc2c1	-1	20	1	14	-17	3	.	-4	-1	5	-1
Cc1ccc(N(C)/N=C/c2ccc(Cl)cc2Cl)nn1	-6	-13	-150	-236	-28	-147	-1	-19	-7	-14	7
Cc1cc(OCC(=O)Nc2ccccc2F)nc(C(C)C)n1	-3	9	16	18	7	12	0	.	-1	-7	19
CCCOc1nc2ccccc2cc1/C=C/C(=O)O	0	7	6	5	-12	21	0	-6	-12	-2	4
c1ccc2c(c1)OCC(CNc1ncnc3nc[nH]c13)O2 (configuration not stated)	2	33	.	4	5	-21	2	-6	-6	-13	12
CC(=Nc1ccc(O)cc1)c1sc2ccccc2c1O	-10	-57	-69	-279	-93	-214	-1	.	29	-5	-20
CCN(CC)S(=O)(=O)c1ccc(C(=O)NCC(=O)N/N=C/c2ccccc2OC)cc1	5	3	5	-1	-15	3	1	-4	1	10	2
O=C(CN1C(=O)c2ccc([N+](=O)[O-])cc2C1=O)Nc1nnc(C2CC2)s1	-6	-10	0	-4	20	9	.	-4	-3	15	-35
CCOC(=O)C(=NCCOC)NNc1cc(Cl)ccc1Cl	-6	-13	-11	1	-14	13	-1	-3	5	-8	6
CC(=O)c1c(C)[nH]c(C(=O)OCC(=O)Nc2cc(S(=O)(=O)N3CCCC3)ccc2Cl)c1C	-10	81	9	11	18	-3	1	-6	-10	-6	-31
O=C(O)C1CC(c2ccccc2F)=NO1 (configuration not stated)	4	2	4	5	-1	13	0	-5	-11	-2	-9
COc1ccccc1-c1nnc2n1N=C(C(C)(C)C)CS2	4	-11	-2	14	-24	-2	-1	-4	5	-19	6
c1ccc2c(c1)CC(CN1CCNCC1)O2 (configuration not stated)	3	6	11	9	-39	10	.	-3	-5	-3	-11
COc1ccc(S(=O)(=O)N(C)c2nc3ccccc3n3c(CC(C)C)nnc23)cc1	-1	-8	-14	18	18	7	-1	-5	-5	-23	27
Cc1ccc(NC(=O)CSc2nnc(/N=C/N(C)C)s2)cc1	-2	20	-8	14	-23	4	4	-6	1	2	-15
COc1ccc(CNC(=O)C2(c3ccc(Cl)cc3)CC2)cc1	3	26	-3	-1	-4	15	3	-5	2	-3	9
COc1cc(OC)c2c(-c3cccc(-c4cccc(C)c4)c3)cc(=O)oc2c1	6	27	27	6	-13	2	.	-6	-2	-7	30
O=C(Nc1ccc2c(c1)CCC2)c1ccc(Br)o1	-1	-41	-36	-260	-157	-192	1	-6	.	4	7
OCCNc1ncnc2c1ncn2[C@H]1CN(Cc2ccncc2)C[C@@H](CO)O1	5	-4	.	1	14	12	.	-2	6	-2	17
COc1ccccc1N1CCN(C(=O)c2nn(-c3ccccc3OC)c(=O)c3ccccc23)CC1	4	0	18	17	-20	15	.	-7	-2	1	-1
C=CCNc1ncnc2c1ncn2[C@H]1CN(CCc2ccccc2)C[C@@H](CO)O1	12	-9	.	4	-2	2	.	-4	-17	0	-5
